RXFP1 agonist: agonists of human relaxin receptor RXFP1 | Q9HBX9 | HEK293T-RXFP1 cAMP TR-FRET, 30 min; response scale: percent of porcine relaxin response, buffer zero | Potency, µM (doses to about 57.5 µM), for inactives: at the highest dose activation, usual class: activators | 0.3% of 370,000 active | AID 2676; also: % is scaled to controls: 0 for no effect and ±100 for the full control effect; nearly all actives have a fitted effect of over 60% in size; many of its hits are not listed in these tables
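HEK293 cells stably expressing RXFP1, treated 30 min at 37C with compounds plus PDE4 inhibitor Ro 20174; cAMP measured by HTRF TR-FRET. Normalized to buffer and 29 nM porcine relaxin; EC50 by Hill fit.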
mIDH1 inhibitor: inhibitors of human mutant IDH1 R132H. AID 602179. 0.093% of 390,000 active. IDH1-R132H enzyme, NADPH consumption, diaphorase/resazurin fluorescence. O75874. Potency, µM (doses to about 76.6 µM), for inactives: at the top dose activity change, negative = inhibition, usual class: inhibitors; also: % is scaled to controls: 0 for no effect and ±100 for the full control effect; nearly all actives have a fitted effect of over 65% in size
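IDH1-R132H (0.5 ug/mL) preincubated 30 min with compound, then NADPH (0.016 mM) and alpha-KG (2 mM) added; 80 min at RT, pH 7.5. Remaining NADPH coupled via diaphorase/resazurin to fluorescence (540/590 nm); concentration-response curves normalized to no-enzyme control.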
12-LOX inh: inhibitors of human 12S-lipoxygenase ALOX12; P18054; Potency, µM (top dose mostly 108 µM), for the others: at the highest dose activity change, negative = inhibition, usual class: inhibitors; AID 1671190; purified 12hLO, xylenol orange hydroperoxide absorbance; 1.1% of 580,000 active; also: % is scaled to controls: 0 for no effect and ±100 for the full control effect
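Purified human 12hLO (150 nM final) in 25 mM Hepes, 0.01% Triton X-100, pH 7.0 was preincubated 15 min at room temperature with compound. Then 40 uM arachidonic acid was added, 30 min. Hydroperoxide was read by Fe-XO absorbance ratio 573/405 nm.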
Vif-APOBEC3G blk: Vif-A3G binding inhibition | Potency, µM (series often up to 46.1 µM), inactives show top-dose activity, negative = active, hits mostly inhibitors | HeLa A3G-eYFP + Vif (tagged APOBEC3G with the HIV-1 protein that degrades it), YFP fluorescence, overnight | Q9HC16 | AID 602310 | 0.076% of 410,000 active;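 also: % is scaled to controls: 0 for no effect and ±100 for the full control effect; nearly all actives have a fitted effect of over 60% in size; hits raise eYFP signal because A3G escapes Vif-driven loss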
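Read-out is eYFP fluorescence (Ex 488/Em 500-530) from Vif-expressing HeLa A3G-eYFP cells; more signal means A3G escaped Vif-mediated degradation. Cells plated overnight, compound pinned in, incubated overnight at 37 deg C.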
Vif-APOBEC3F blk: inhibitors of Vif-A3F interaction; HeLa A3F-eYFP + Vif (tagged APOBEC3F with the HIV-1 protein that degrades it), YFP fluorescence increase; Potency, µM (doses to about 46.1 µM), for the others: at the top dose activity, negative = active; 0.2% of 390,000 active; AID 602313; also: % of control where 0% means no effect; nearly all actives have a fitted effect of over 65% in size
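HeLa cells stably expressing A3F-eYFP plus Vif, plated and incubated overnight at 37 deg C, then exposed to compounds overnight at 37 deg C. Blocked degradation read as raised yellow fluorescence (Ex 488/Em 500-530).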
RGS4 inh: human RGS4 inhibition | Transcreener GDP fluorescence polarization, RGS4-accelerated GTP hydrolysis | Potency, µM (titrated, usually from 114 µM), without a hit: at the top dose activity change, negative = inhibition, hits mostly inhibitors | 0.039% of 390,000 active; also: % is scaled to controls: 0 for no effect and ±100 for the full control effect; nearly all actives have a fitted effect of over 75% in size; some results filed as inactive show a strong effect at the top dose
Target sequence (P49798 whole entry, looked up): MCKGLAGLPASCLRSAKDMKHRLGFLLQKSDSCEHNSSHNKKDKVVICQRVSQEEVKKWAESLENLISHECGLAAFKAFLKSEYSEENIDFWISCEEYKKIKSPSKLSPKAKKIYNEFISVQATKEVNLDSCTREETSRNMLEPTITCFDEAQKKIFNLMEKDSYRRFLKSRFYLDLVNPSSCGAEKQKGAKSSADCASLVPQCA
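MLSMR compounds (23 nl, pin-transferred) preincubated 10 min at room temperature with a 500nM (2x) first reagent, then RGS4 at 900nM (2x) plus Transcreener GDP mix added; fluorescence polarization (620/688 nm) read before and after 90 min at 30 °C.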
USP1-UAF1 inh: USP1/UAF1 (human) deubiquitinase inhibition; recombinant USP1/UAF1, Ub-Rhodamine cleavage fluorescence; Potency, µM (highest dose often 57.1 µM), without a hit: at the highest dose activity change, negative = inhibition, hits mostly inhibitors; 0.23% of 390,000 active; AID 743255; also: % is scaled to controls: 0 for no effect and ±100 for the full control effect; nearly all actives have a fitted effect of over 60% in size; inactives centre near -12
Target sequence (O94782 whole entry, looked up): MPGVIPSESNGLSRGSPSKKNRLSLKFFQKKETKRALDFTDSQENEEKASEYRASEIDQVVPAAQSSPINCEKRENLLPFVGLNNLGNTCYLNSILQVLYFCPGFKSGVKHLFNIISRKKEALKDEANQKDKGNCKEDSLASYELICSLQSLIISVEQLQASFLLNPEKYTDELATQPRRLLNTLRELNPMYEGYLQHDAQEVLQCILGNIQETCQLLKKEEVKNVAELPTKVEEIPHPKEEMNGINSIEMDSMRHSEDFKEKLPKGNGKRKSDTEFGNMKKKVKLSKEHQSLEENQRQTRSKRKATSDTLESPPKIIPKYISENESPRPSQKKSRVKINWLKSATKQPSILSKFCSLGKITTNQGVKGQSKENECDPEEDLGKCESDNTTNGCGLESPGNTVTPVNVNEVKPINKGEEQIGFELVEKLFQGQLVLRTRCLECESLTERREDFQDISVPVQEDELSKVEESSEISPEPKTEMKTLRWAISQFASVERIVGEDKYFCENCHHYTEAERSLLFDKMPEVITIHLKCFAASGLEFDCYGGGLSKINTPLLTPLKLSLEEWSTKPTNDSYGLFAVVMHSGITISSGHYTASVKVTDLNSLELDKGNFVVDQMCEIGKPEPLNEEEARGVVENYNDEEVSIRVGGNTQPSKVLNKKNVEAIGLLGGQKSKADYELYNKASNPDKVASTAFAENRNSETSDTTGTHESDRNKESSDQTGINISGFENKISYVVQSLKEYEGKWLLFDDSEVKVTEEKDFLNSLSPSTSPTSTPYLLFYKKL
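USP1/UAF1 complex at 1 nM was preincubated with compound for 15 min at room temperature, then Ub-Rho substrate (150nM final) was added. Fluorescence (480/540 nm) was read kinetically, 6 reads every 60 seconds.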
rTrxR1 inhibitor: inhibitors of rat thioredoxin reductase 1; O89049; recombinant rTrxR1, NADPH fluorescence consumption, selenite substrate; Potency, µM (series often up to 114 µM), for the others: top-dose activity change, negative = inhibition, usual class: inhibitors; 1% of 390,000 active; also: % is scaled to controls: 0 for no effect and ±100 for the full control effect; nearly all actives have a fitted effect of over 65% in size
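Rat TrxR1 (90 nM in the dispensed reagent) was pre-reduced with 400 uM NADPH for 5 min at room temperature, then incubated with compound for 15 min. After 400 uM selenite was added, NADPH fluorescence (Ex 340/Em 450 nm) was followed for 8 min.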
TrxR1 substrate: is turned over as a substrate by rat TrxR1 | O89049 | purified TrxR1 substrate turnover, NADPH consumption readout | Potency, µM (doses to about 114 µM), for inactives: at the top dose activity change, negative = substrate turnover | 0.01% of 390,000 active; also: % is scaled to controls: 0 for no effect and ±100 for the full control effect; nearly all actives have a fitted effect of over 50% in size
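Rat TrxR1, dispensed at 90 nM, was prereduced with 400 uM NADPH (final) for 5 min at ~22 deg C, then incubated with compound 15 min before 400 uM selenite. A first-read NADPH fluorescence drop versus no-compound background flagged substrates.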
* = called active by the depositor; ? = inconclusive; / = not tested or not shown; & = joins results of further samples; [ ] = remark or other dose. Calls follow the shape of the dose curve; as a rule, active = well fitted curve in the direction sought with a large enough effect; inconclusive = small, poorly fitted or top-dose-only effect, or another doubt; inactive = no such curve, though single readings can be large; an effect the other way counts as inactive or inconclusive. Potency is read from the fitted curve at half-maximal effect.

structure	Vif-APOBEC3F blk	RXFP1 agonist	Vif-APOBEC3G blk	USP1-UAF1 inh	mIDH1 inhibitor	12-LOX inh	RGS4 inh	TrxR1 substrate	rTrxR1 inhibitor
COC(=O)c1cccc(NC(=O)/C=C/c2cccc([N+](=O)[O-])c2)c1	0%	0.8%	-5%	-15%	13%	11%	17%	11%	30%
Cc1cccc(S(=O)Cc2ccc(C(=O)NC3CCCCCC3)o2)c1 (stereo not drawn)	-6%	-6.8%	2%	-12%	-2%	0%	11%	1%	-3%
O=C(NCc1ccc(OC(F)(F)F)cc1)C1CC2Cn3c(nc4ccccc43)C2N1c1ccccc1 (stereo not drawn)	1%	-2.7%	1%	-19%	-3%	11%	-11%	-12%	9%
CN(C)c1ccc(/C=N/n2c(C3CCCCC3)n[nH]c2=S)cc1	1%	3.0%	-2%	-13%	-1%	38%	-6%[56.9 µM]	2%	6%
COc1cc(/C=N/NC(N)=S)ccc1OCC(=O)N1CCOCC1	4%	0.7%	2%	-5%	3%	-3%	-8%	4%[57.1 µM]	-8%[57.1 µM]
O=C(COC(=O)c1cnccn1)NCc1ccccc1	4%	-2.2%	-2%	-13%	-1%	9%	-7%	9%	23%
O=C(Nc1ccc2ccccc2n1)Nc1cccs1	15%	-0.5%	1%	-4%	5%	121%[activator]	4%	4%	10%
Cc1ncoc1C(=O)Nc1ccccc1C(N)=O	2%	0.9%	-7%	-15%	7%	4%	-3%	10%	9%
OC(CN1CCN(c2ccc(C(F)(F)F)cn2)CC1)c1ccccc1 (stereo not drawn)	-13%	0.0%	1%	-7%	7%	/	13%	2%[57.1 µM]	14%[2.29 µM]
CCCCC1CCC(C(=O)Nc2ccccc2)CC1 (stereo not drawn)	-3%	0.2%	3%	-5%	4%	-15%	-23%	3%	20%
O=C(COc1ccccc1)Nc1nnc(-c2ccco2)o1	7%	0.0%	5%	-1%	0%	27%	33%	4%[57.1 µM]	-3%[57.1 µM]
OCc1ccccc1Cn1ccnc1	-8%	/	5%	-17%	10%	14%	/	/	/
O=C(NCCCN1CCOCC1)c1ccc(N2CCOCC2)c([N+](=O)[O-])c1	3%	1.3%	0%	-20%	6%	0%	-7%	-4%	-4%
CCN1CCc2nc(NC(=O)c3ccc(S(=O)(=O)N(C)C)cc3)sc2C1	0%	-1.2%	1%	-13%	-2%	8%	3%	7%[57.1 µM]	2%[57.1 µM]
COc1ccc(C(=O)N/C(=C\c2cn(C)c3ccccc23)C(=O)NCCCN2CCOCC2)cc1	-3%	0.1%	1%	-4%	10%	0%	1%	-12%	-9%
Cc1cccc2cc(C#N)c(SCC(=O)NNC(=O)Cc3ccccc3)nc12	-13%	?	-7%	-3%	0%	0%	0%	1%	4%
CSc1nsc(SC)c1C(=O)OCC(F)(F)F	-7%	-0.3%	-3%	-9%	3%	0%	?	16%[57.1 µM]	26%[57.1 µM]
Cn1ccc(C(=O)OCC(=O)Nc2ccccc2)n1	-16%	1.2%	-2%	-16%	0%	-7%	-13%	15%	41%
Cc1cccc(NC(=O)N2CCN3CCCCC3C2)c1C (stereo not drawn)	1%	-0.2%	6%	-9%	-8%	-25%	-1%	4%	23%
CCOc1cc(C)c(S(=O)(=O)NC2CCCCC2)cc1C	-16%	0.2%	-8%	-13%	5%	0%	?	6%[57.1 µM]	25%[57.1 µM]

Reformatted with two lines to a compound: part of the list above.
Values run as follows: Vif-APOBEC3F blk	RXFP1 agonist	Vif-APOBEC3G blk	USP1-UAF1 inh	mIDH1 inhibitor	12-LOX inh	RGS4 inh	TrxR1 substrate	rTrxR1 inhibitor
> COC(=O)c1cccc(NC(=O)/C=C/c2cccc([N+](=O)[O-])c2)c1
→ 0%	0.8%	-5%	-15%	13%	11%	17%	11%	30%
> O=C(NCc1ccc(OC(F)(F)F)cc1)C1CC2Cn3c(nc4ccccc43)C2N1c1ccccc1 (stereo not drawn)
→ 1%	-2.7%	1%	-19%	-3%	11%	-11%	-12%	9%
> OCc1ccccc1Cn1ccnc1
→ -8%	/	5%	-17%	10%	14%	/	/	/

A portion from further up:
structure	Vif-APOBEC3F blk	RXFP1 agonist	Vif-APOBEC3G blk	USP1-UAF1 inh	mIDH1 inhibitor	12-LOX inh	RGS4 inh	TrxR1 substrate	rTrxR1 inhibitor
Cn1ccc(C(=O)OCC(=O)Nc2ccccc2)n1	-16%	1.2%	-2%	-16%	0%	-7%	-13%	15%	41%
Cc1cccc(NC(=O)N2CCN3CCCCC3C2)c1C (stereo not drawn)	1%	-0.2%	6%	-9%	-8%	-25%	-1%	4%	23%
CCOc1cc(C)c(S(=O)(=O)NC2CCCCC2)cc1C	-16%	0.2%	-8%	-13%	5%	0%	?	6%[57.1 µM]	25%[57.1 µM]

More results follow.
structure	Vif-APOBEC3F blk	RXFP1 agonist	Vif-APOBEC3G blk	USP1-UAF1 inh	mIDH1 inhibitor	12-LOX inh	RGS4 inh	TrxR1 substrate	rTrxR1 inhibitor
COC(=O)CC1SC(=O)NC1=Nc1ccc(OC)cc1 (stereo not drawn)	-3%	-3.5%	0%	-20%	-1%	7%	15%	-8%	11%[57.1 µM]
Cc1ccc(S(=O)(=O)NCCC(=O)N2CCC(C(N)=O)CC2)cc1C	5%	-0.5%	0%	1%	1%	4%	-6%	-9%	-7%
COc1cc(/C=N/NC(=O)c2ccc(NC(=O)C3CC3)cc2)ccc1OC(C)=O	-10%	0.4%	2%	-15%	2%	389%[activator]	11%	-4%	-8%
CCCCOc1cccc(C2(C(=O)O)CCCC2)c1	0%	-0.3%	-1%	-17%	1%	2%	-13%	-11%	5%[57.1 µM]
O=S(=O)(c1ccc(-c2cn3ccccc3n2)cc1)N1CCOCC1	4%	3.7%	0%	-12%	5%	0%	13%	410%[activator]	?
O=S(=O)(c1ccc(N2CCOCC2)c(Cl)c1)N1CCOCC1	-4%	0.8%	1%	-14%	5%	-5%	-6%	7%	-5%
Cc1cc(C)n(-c2ccc(C(=O)OCC(=O)Nc3cc(Cl)ccc3[N+](=O)[O-])cc2)n1	-6%	1.1%	0%	4%	7%	-11%	-13%	2%	8%
Cc1ccc(C(=O)Nc2cccc(C(F)(F)F)c2)cc1NC(=O)c1nccn1C	0%&-10%	0.0%	-4%&-6%	-9%&-27%	1%&1%	-11%&-11%	-15%	13%	39%
CCOc1ccc(OCCCCNC(C)(C)C)cc1	-1%	1.2%	-1%	-1%	1%	?	10%	1%	18%
CCOc1ccc(C(C(=O)NC2CCCC2)N(C(=O)c2snc(C(N)=O)c2N)C2CCCC2)cc1 (stereo not drawn)	17%	3.7%	-4%	-5%	-3%	16%	16%	5%[57.1 µM]	1%[57.1 µM]
CC(C(=O)NCc1ccccn1)c1ccc([N+](=O)[O-])cc1 (stereo not drawn)	15%	0.7%	-1%	-15%	-5%	9%	5%	-1%	3%
COc1ccc(C)cc1NC(=O)c1oc2ccc(S(=O)(=O)N3CCCCC3)cc2c1C	0%	4.8%	-5%	13%	-7%	?	15%	4%[57.1 µM]	27%[57.1 µM]
CN(C)S(=O)(=O)N(CC(=O)N1CCN(c2ccccc2F)CC1)c1ccccc1	3%	-1.2%	0%	?	7%	?	-34%	0%[57.1 µM]	17%[57.1 µM]
COc1ccc(NC(=O)N2c3ccccc3CC2C)cc1OC (stereo not drawn)	-3%	1.1%	1%	-17%	4%	-24%	-14%	-3%	-5%
CCn1cc(C(=O)O)c(=O)c2cc(F)c(N3CCN(C(=S)Nc4ccc(OC)cc4)CC3)cc21	-1%	-2.7%	3%	-4%	8%	-21%	-6%	12%	4%
CN(C)C(=O)CCC(=O)N(C)CC1CCCN(CCc2ccc(F)cc2)C1 (stereo not drawn)	0%	-1.7%	8%	-7%	0%	8%	24%	-12%	-8%
CCOc1ccc(NC(=O)Nc2cccnc2)cc1	9%	1.7%	-6%	?	7%	-10%	-23%	-5%[57.1 µM]	19%[57.1 µM]
CN1C(C(=O)NCc2ccco2)CC2Cn3c(nc4cc5ccccc5cc43)C21 (stereo not drawn)	2%	1.2%	-5%	-7%	-4%[38.3 µM]	-2%	3%	7%	-2%
O=C(COC(=O)/C=C/c1ccccc1Cl)NC(=O)NC1CCCC1	-34%	1.3%	1%	-3%	1%	9%	12%	-5%	-3%
O=C(c1ccc(S(=O)(=O)N2CCCCCC2)cc1)N1CCC(CN2C(=O)c3cccc4cccc(c34)C2=O)CC1	4%	1.2%	0%	-27%	2%	-25%	-13%	77%[activator]	13%
O=C(/C=C/c1ccc(Cl)cc1Cl)NCCN1CCOCC1	3%	3.0%	-10%	-4%	5%	0%	17%	-9%	0%
COc1ccc(-c2csc(NC(=O)COC(=O)c3ccco3)n2)cc1	-4%	1.0%	-3%	-20%	8%	-21%	13%	5%	?
CCN(CC)S(=O)(=O)c1ccc(Cl)c(NC(=O)COc2ccc3c(C)cc(=O)oc3c2)c1	-6%	-0.3%	1%	-11%	5%	-10%	-1%	1%	12%

High-throughput results (PubChem BioAssay)

Not all compounds are listed; rates above refer to the full screens.
